ERK AVP block: qHTS Assay for Inhibitors of the ERK Signaling Pathway using a Homogeneous Screening Assay. HEK293-V1b, vasopressin-stimulated pERK AlphaScreen. Potency, µM (doses to about 57.5 µM), for the others: at the highest dose activity, negative = inhibition, usual class: inhibitors. hit rate 0.99% among 72,000. AID 995, 2007; note: potency is the fitted concentration of half-maximal effect; % is set by controls: 0 for no effect and ±100 for the full control effect; nearly all actives have a fitted effect of over 55% in size
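Overnight-seeded V1b-HEK293 cells in 1% FBS got compound, then vasopressin (25 nM final, 5 min, 37C), then lysis buffer. AlphaScreen detection of phospho-ERK; activity normalized to basal and full-stimulation controls.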
Caspase-7 inhib: qHTS Assay for Allosteric/Competitive Inhibitors of Caspase-7; hit rate 0.02% among 75,000; P55210; Potency, µM (doses to about 57.5 µM), without a hit: at the highest dose activity change, negative = inhibition, hits mostly inhibitors; recombinant caspase-7, Ac-DEVD-AFC fluorescence rate; active = well fitted inhibition curve with a large enough effect in the main read-out, with a control signal flat, not every such curve was filed as active; inconclusive = small, poorly fitted or top-dose-only effect, or a change in a side signal; note: potency is the fitted concentration of half-maximal effect; % of control where 0% means no effect
BRCT inh green: qHTS Assay for Inhibitors of BRCT-Phosphoprotein Interaction (Green Fluorophore); BRCA1 BRCT-phosphopeptide binding, green fluorescence polarization; Potency, µM (highest dose often 76.9 µM), without a hit: at the top dose activity change, negative = inhibition, hits mostly inhibitors; hit rate 0.05% among 75,000;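 note: potency is the fitted concentration of half-maximal effect; plate controls were peptide without protein for full effect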
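Fluorescence polarization: His-tagged BRCT (~35 kDa BRCA1 C-terminus, 250 nM) bound to 100 nM fluorescein-labeled phosphorylated 10-aa BACH1 peptide, pH 7.3 phosphate buffer with DTT and Tween 20. Compounds incubated 12 min at room temperature; inhibition read as lowered polarization.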
BRCT PPI red: qHTS Assay for Inhibitors of BRCT-Phosphoprotein Interaction (Red Fluorophore) | BRCT-phosphopeptide binding, red fluorescence polarization | Potency, µM (doses to about 76.9 µM), inactives show at the top dose activity change, negative = inhibition, most hits filed as inhibitors | hit rate 0.03% among 75,000 | AID 892, 2007; note: % is set by controls: 0 for no effect and ±100 for the full control effect
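Fluorescence polarization: 100 nM His-tagged BRCA1 BRCT with 100 nM TAMRA-labelled phospho-BACH1 decapeptide, phosphate buffer pH 7.3 with 150 mM NaCl, DTT, 0.01% Tween 20; 12 min RT. Binding inhibition seen as FP decrease.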
USP2a inh: qHTS Assay for Inhibitors of Ubiquitin-specific Protease USP2a | AID 927, 2007 | hit rate 0.1% among 60,000 | Potency, µM (titrated, usually from 38.3 µM), without a hit: top-dose activity change, negative = inhibition, most hits filed as inhibitors | Ubiquitin carboxyl-terminal hydrolase 2 (Homo sapiens), O75604 | USP2a enzymatic assay, qHTS inhibition;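 note: potency is the fitted concentration of half-maximal effect; nearly all actives have a fitted effect of over 60% in size; plate controls were DMSO for no effect and NEM full inhibition control for full effect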
Target sequence (O75604 whole entry, looked up): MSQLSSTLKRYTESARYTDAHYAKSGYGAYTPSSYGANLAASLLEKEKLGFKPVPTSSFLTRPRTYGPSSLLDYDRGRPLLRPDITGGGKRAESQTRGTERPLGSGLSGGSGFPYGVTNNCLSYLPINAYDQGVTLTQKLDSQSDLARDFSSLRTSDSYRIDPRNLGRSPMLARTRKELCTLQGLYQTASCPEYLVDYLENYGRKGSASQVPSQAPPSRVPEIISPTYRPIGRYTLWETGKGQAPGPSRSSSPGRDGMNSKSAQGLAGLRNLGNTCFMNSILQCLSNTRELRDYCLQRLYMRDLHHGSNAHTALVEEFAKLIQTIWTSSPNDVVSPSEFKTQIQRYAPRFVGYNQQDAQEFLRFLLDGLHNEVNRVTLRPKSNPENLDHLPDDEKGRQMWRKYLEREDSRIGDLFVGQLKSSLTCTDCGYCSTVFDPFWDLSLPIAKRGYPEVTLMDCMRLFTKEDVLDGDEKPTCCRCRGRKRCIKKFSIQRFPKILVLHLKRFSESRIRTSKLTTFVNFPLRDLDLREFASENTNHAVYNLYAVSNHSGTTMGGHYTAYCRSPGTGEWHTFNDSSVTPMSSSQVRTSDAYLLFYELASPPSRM
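USP2 core (20nM final) preincubated 30 min RT with compound, then Ub-PLA2 20nM and NBD C6-HPC 20uM final added; buffer 20mM Tris-HCl pH 8.0, 2mM CaCl2. Fluorescence Ex 460/Em 535 read at 0 and 2.5 h; normalized to NEM.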
FLuc inh: qHTS Assay for Inhibitors of Firefly Luciferase. Luciferin 4-monooxygenase (Photinus pyralis), P08659. purified firefly luciferase, luminescence, 8 min. Potency, µM (highest dose often 57.1 µM), inactives show at the highest dose activity change, negative = inhibition, hits mostly inhibitors. hit rate 2.2% among 72,000. AID 411, 2009; note: potency is the fitted concentration of half-maximal effect; % is set by controls: 0 for no effect and ±100 for the full control effect; nearly all actives have a fitted effect of over 40% in size
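Inhibition of light generation by firefly luciferase from ATP and luciferin was profiled with concentration-response curves per sample, ATP held at 10 uM within the enzyme's linear range. Plates were read by luminescence after an 8-minute ambient incubation.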
Casp1 inh: qHTS Assay for Allosteric/Competitive Inhibitors of Caspase-1; P29466; Caspase-1 enzyme, Ac-WEHD-AFC fluorogenic rate; Potency, µM (doses to about 57.5 µM), without a hit: top-dose activity change, negative = inhibition, actives largely listed as inhibitors; hit rate 0.03% among 75,000;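 note: potency is the fitted concentration of half-maximal effect; plate controls were vehicle for no effect and no substrate for full effect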
Target sequence (P29466 120-297 limits assumed): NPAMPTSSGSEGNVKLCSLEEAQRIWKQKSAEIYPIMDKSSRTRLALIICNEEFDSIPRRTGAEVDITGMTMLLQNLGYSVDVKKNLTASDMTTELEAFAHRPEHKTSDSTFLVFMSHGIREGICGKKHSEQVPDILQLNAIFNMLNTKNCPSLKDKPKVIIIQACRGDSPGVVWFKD
Target sequence (P29466 317-404 limits assumed): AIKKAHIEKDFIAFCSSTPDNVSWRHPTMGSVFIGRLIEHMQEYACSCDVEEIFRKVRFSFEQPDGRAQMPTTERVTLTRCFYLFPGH
CRE Fsk mod: Cell signaling CRE-BLA (Fsk stim). AID 662, 2007. Potency, µM (doses to about 38.2 µM), for the others: at the highest dose activity change, negative = inhibition, hits mostly activators. CHO CRE-bla reporter (cAMP response element driving beta-lactamase), forskolin EC10, beta-lactamase ratio. hit rate 2.5% among 71,000; active = well fitted activation curve with a large enough effect in the signal ratio, with a control signal flat, not every such curve was filed as active; inconclusive = small, poorly fitted or top-dose-only effect, or effect the other way, or a change in a side signal; the % refers to the signal ratio; note: potency is the fitted concentration of half-maximal effect; % of control where 0% means no effect
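Beta-lactamase reporter under a cAMP responsive element in CHO cells; compounds tested in titration series against EC10 NKH 477, 3 h at 37 °C. Read-out: CCF4 FRET ratio 460nm/530nm (excitation 405nm) giving %Activity, fitted to AC50.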
Tau filament bind: qHTS Assay for Tau Filament Binding | Potency, µM (titrated, usually from 57.1 µM), for inactives: at the highest dose activity change, negative = inhibition | recombinant tau filaments, thioflavin S fluorescence, 15 h; filaments grown with octadecylsulfate alongside compound | hit rate 2% among 71,000 | Microtubule-associated protein tau (Homo sapiens), P10636;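 note: potency is the fitted concentration of half-maximal effect; % is set by controls: 0 for no effect and ±100 for the full control effect; actives lower thioflavin S fluorescence by blocking filaments or displacing dye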
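His-tagged recombinant human tau (exons 2, 3 and 10 included), 1 uM, was induced to fibrillize by 30 uM sodium octadecylsulfate with compound present. After 15 h at 37 C, thioflavine S fluorescence (ex 450, em 510 nm) was read.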
HEK293 cAMP cs: qHTS Assay for Agonists of the Thyroid Stimulating Hormone Receptor: Activators of Intracellular cAMP Concentrations in Parental HEK 293. parental HEK293 CNG cAMP sensor, membrane potential fluorescence. Potency, µM (series often up to 57.1 µM), for the others: at the highest dose activation, actives largely listed as activators. hit rate 2.5% among 73,000. AID 938, 2007; note: potency is the fitted concentration of half-maximal effect; % of control where 0% means no effect; nearly all actives have a fitted effect of over 55% in size
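Parental HEK 293 cells stably expressing a cAMP-gated CNG channel were loaded with membrane potential dye containing 100 uM RO 20-1724 for 60 min. Compound added for 30 min; depolarization read as fluorescence intensity at 590 nm.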
A350 fluor: qHTS Assay for Spectroscopic Profiling in A350 Spectral Region; Compound autofluorescence, 340/450 nm, Alexa 350 dye-equivalents; stronger effect = higher value; max dye-equivalent concentration, M; hit rate 11% among 59,000; AID 590, 2007; in the data active = max dye-equivalent concentration above about 10 nM; inconclusive = mostly about 1.1 nM to 9.6 nM
Starred values were filed as active, the others as inactive; [ ] = another dose, or the depositor's remark. Unless noted, calls come from the whole dose curve; as a rule, active = well fitted curve in the direction sought with a large enough effect; inconclusive = small, poorly fitted or top-dose-only effect, or another doubt; inactive = no such curve, though single readings can be large; an effect the other way counts as inactive or inconclusive.

Results for CCC(c1nc2ccccc2c(=O)n1CCCn1ccnc1)N1C(=O)c2ccccc2C1=O (stereo unspecified) ?
ERK AVP block: -19%; Caspase-7 inhib: 0%; BRCT inh green: -0.9%; BRCT PPI red: -1.5%; USP2a inh: 31%[activator]; FLuc inh: -2%; Casp1 inh: 0%; CRE Fsk mod: inconclusive; Tau filament bind: -20%; HEK293 cAMP cs: 20%; A350 fluor: inactive

How did OC(Cc1ccccc1)(Cc1ccccc1)c1ccccc1 do in these assays?
ERK AVP block: 23%[11.5 µM]; Caspase-7 inhib: -1%[11.5 µM]; BRCT inh green: -2.0%[15.4 µM]; BRCT PPI red: 0.5%[15.4 µM]; FLuc inh: 1%[11.4 µM]; Casp1 inh: -3%[11.5 µM]; CRE Fsk mod: -11%[7.6 µM]; Tau filament bind: 11%[11.4 µM]; HEK293 cAMP cs: 7%[11.4 µM]; A350 fluor: inactive

How did Cc1ccnc(NC(=O)COC(=O)C2COc3ccccc3O2)n1 (stereo unspecified) do in these assays?
ERK AVP block: 9%; Caspase-7 inhib: 0%; BRCT inh green: -0.9%; BRCT PPI red: -0.8%; USP2a inh: -6%; FLuc inh: 2%; Casp1 inh: 0%; CRE Fsk mod: inconclusive; Tau filament bind: 8%; HEK293 cAMP cs: -4%; A350 fluor: 1.7e-08M*

How did O=C1[C@H]2[C@H]3[C@H](O)[C@H](O)C/C(=N/OCc4ccccc4)[C@H]3CC[C@@H]2C(=O)N1C1CCCCC1 do in these assays?
ERK AVP block: 23%[11.5 µM]; Caspase-7 inhib: -1%[11.5 µM]; BRCT inh green: -4.7%[15.4 µM]; BRCT PPI red: -2.2%[15.4 µM]; FLuc inh: -1%[11.4 µM]; Casp1 inh: 0%[11.5 µM]; HEK293 cAMP cs: -2%[11.4 µM]

How did CCCC(=O)N1CC2(C)CN(C(=O)CCC)CC(CCC)(C1)C2=O do in these assays?
ERK AVP block: 29%; Caspase-7 inhib: 1%; BRCT inh green: -1.2%; BRCT PPI red: 0.1%; USP2a inh: 8%; FLuc inh: 3%; Casp1 inh: 0%; CRE Fsk mod: 8%; Tau filament bind: 0%; HEK293 cAMP cs: 1%; A350 fluor: inactive

Results for Cc1cccc(-n2c(N)c(C(=O)N3CCN(C)CC3)sc2=S)c1 ?
ERK AVP block: 19%; Caspase-7 inhib: -1%; BRCT inh green: -0.6%; BRCT PPI red: 1.2%; USP2a inh: -6%; FLuc inh: -8%; Casp1 inh: 0%; CRE Fsk mod: 11%; Tau filament bind: 0%; HEK293 cAMP cs: -7%; A350 fluor: inactive

What do the screens show for `CC12CC[C@@H]3c4ccc(OP(=O)(O)O)cc4CCC3C1CCC2=O` (stereo partly specified)?
ERK AVP block: -7%[11.5 µM]; Caspase-7 inhib: -1%[11.5 µM]; BRCT inh green: -1.3%[15.4 µM]; BRCT PPI red: -1.0%[15.4 µM]; FLuc inh: 3%[11.4 µM]; Casp1 inh: -2%[11.5 µM]; CRE Fsk mod: 5%[7.6 µM]; Tau filament bind: 9%[11.4 µM]; HEK293 cAMP cs: -7%[11.4 µM]; A350 fluor: inactive

Results for Cc1ccc(Cn2c(SCCN3CCCCC3)nc3c2c(=O)[nH]c(=O)n3C)cc1 ?
Caspase-7 inhib: 1%; BRCT inh green: -1.0%; BRCT PPI red: -0.7%; FLuc inh: -9%; Casp1 inh: -1%; CRE Fsk mod: 7%; Tau filament bind: 50%; HEK293 cAMP cs: inconclusive

What do the screens show for `Cc1cccc(Nc2nn3c(=O)c4ccccc4nc3s2)c1`?
ERK AVP block: -16%; Caspase-7 inhib: -21%; BRCT inh green: -0.3%; BRCT PPI red: 2.2%; USP2a inh: -28%; FLuc inh: -13%; Casp1 inh: 1%; CRE Fsk mod: inconclusive; Tau filament bind: 28%; HEK293 cAMP cs: 6%; A350 fluor: inconclusive

Results for CCOC(=O)c1[nH]c(C)c(C(=O)NCc2ccccn2)c1C ?
ERK AVP block: -19%; Caspase-7 inhib: -4%; BRCT inh green: 0.1%; BRCT PPI red: -0.3%; USP2a inh: 0%; FLuc inh: 0%; Casp1 inh: -1%; CRE Fsk mod: 6%; Tau filament bind: 0%; HEK293 cAMP cs: 3%; A350 fluor: inactive

How did CCC1Oc2ccc(C)cc2N(CC(=O)NCCN2C(C)CCCC2C)C1=O (stereo unspecified) do in these assays?
ERK AVP block: 6%; Caspase-7 inhib: 0%; BRCT inh green: -0.7%; BRCT PPI red: -0.3%; USP2a inh: 7%; FLuc inh: 4%; Casp1 inh: -2%; CRE Fsk mod: -8%; Tau filament bind: -12%; HEK293 cAMP cs: 6%; A350 fluor: inactive

Results for Nc1nnc(CC(=O)N2CCCCC2)s1 ?
ERK AVP block: 23%; Caspase-7 inhib: -1%; BRCT inh green: -1.3%; BRCT PPI red: 0.4%; USP2a inh: 1%; FLuc inh: 0%; Casp1 inh: -1%; CRE Fsk mod: 1%; Tau filament bind: -7%; HEK293 cAMP cs: 7%; A350 fluor: inactive

Results for COC(=O)C/C=C/C(C)C(OCc1cccc(Br)c1)C(C)C(OC)C1CCCCC1 (stereo unspecified) ?
ERK AVP block: 18%[11.5 µM]; Caspase-7 inhib: 2%[11.5 µM]; BRCT inh green: 0.1%[15.4 µM]; BRCT PPI red: 1.6%[15.4 µM]; Casp1 inh: -1%[11.5 µM]; HEK293 cAMP cs: 6%[11.4 µM]

How did COc1cccc(C2c3c(oc4ccccc4c3=O)C(=O)N2CCCN2CCOCC2)c1OC (stereo unspecified) do in these assays?
ERK AVP block: -4%; Caspase-7 inhib: -4%; BRCT inh green: -2.2%; BRCT PPI red: 0.4%; USP2a inh: -2%; FLuc inh: -1%; Casp1 inh: -4%; CRE Fsk mod: 2%; Tau filament bind: -14%; HEK293 cAMP cs: 1%; A350 fluor: inactive

What do the screens show for `Cc1ccc(C)c(NC(=O)c2nnn(Cc3ccccc3)c2N)c1`?
ERK AVP block: 28%; Caspase-7 inhib: 0%; BRCT inh green: -3.1%; BRCT PPI red: -1.7%; USP2a inh: -17%; FLuc inh: 4%; Casp1 inh: 1%; CRE Fsk mod: -6%; Tau filament bind: 4%; HEK293 cAMP cs: -1%; A350 fluor: inactive

Results for CCOC(=O)c1[nH]c2ccc(OC)cc2c1NC(=O)CN1CCC2(CC1)OCCO2 ?
ERK AVP block: -7%; Caspase-7 inhib: 1%; BRCT inh green: -0.8%; BRCT PPI red: 0.9%; USP2a inh: 11%; FLuc inh: 0%; Casp1 inh: -2%; CRE Fsk mod: 10µM*; Tau filament bind: -11%; HEK293 cAMP cs: -6%; A350 fluor: 6.2e-08M*

What do the screens show for `COc1cccc(NC(=O)COc2ccccc2C(N)=O)c1`?
ERK AVP block: -5%; Caspase-7 inhib: 1%; BRCT inh green: 0.3%; BRCT PPI red: -1.7%; USP2a inh: -3%; FLuc inh: 7.9µM*; Casp1 inh: -1%; CRE Fsk mod: -2%; Tau filament bind: 8%; HEK293 cAMP cs: -3%; A350 fluor: inactive

How did Cc1ccc(C(=O)Cn2c(N3CCOCC3)nc3c2c(=O)n(C)c(=O)n3C)cc1 do in these assays?
ERK AVP block: 12%; Caspase-7 inhib: 8%; BRCT inh green: -2.1%; BRCT PPI red: 0.1%; USP2a inh: 2%; FLuc inh: 5%; Casp1 inh: 0%; CRE Fsk mod: -2%; Tau filament bind: -2%; HEK293 cAMP cs: 5%; A350 fluor: inconclusive

What do the screens show for `Cc1cc(-c2nc3ccccc3o2)c2ccccc2n1`?
ERK AVP block: 0%; Caspase-7 inhib: -2%; BRCT inh green: 0.6%; BRCT PPI red: -1.9%; USP2a inh: 32%[activator]; FLuc inh: 1%; Casp1 inh: -5%; CRE Fsk mod: inconclusive; Tau filament bind: -4%; HEK293 cAMP cs: 11%; A350 fluor: 1.1e-08M*

How did Cn1c(Cn2c(=O)sc3ccccc32)nnc1SCC(=O)Nc1ccc2c(c1)OCO2 do in these assays?
ERK AVP block: 9%; Caspase-7 inhib: -2%; BRCT inh green: -0.2%; BRCT PPI red: 0.3%; FLuc inh: -7%; Casp1 inh: -1%; CRE Fsk mod: -7%; Tau filament bind: 4%; HEK293 cAMP cs: 2%

What do the screens show for `CCN(CC)S(=O)(=O)c1cccc(C(=O)Nc2ccc(C#N)cc2)c1`?
ERK AVP block: -16%; Caspase-7 inhib: -1%; BRCT inh green: -0.3%; BRCT PPI red: -1.0%; USP2a inh: 20%; FLuc inh: -2%; Casp1 inh: -1%; CRE Fsk mod: 6%; Tau filament bind: -6%; HEK293 cAMP cs: 24%; A350 fluor: inactive

Screens (PubChem)
